GAA glycogen mod: GAA glycogen-cleavage inhibition or activation; Potency, µM (top dose mostly 76.4 µM), inactives show top-dose activity change, negative = inhibition, actives largely listed as inhibitors; AID 2100; P10253; recombinant GAA, glycogen substrate, Amplex Red glucose oxidase fluorescence; hit rate 0.38% among 300,000;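 also: 0% = full enzyme reaction and -100% = no-enzyme basal signal; the screen sought inhibitors and activators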
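Recombinant human enzyme (4 nM); glycogen substrate; 37 C, 40 min, pH 5.0. Readout: coupled glucose oxidase/Amplex Red fluorescence.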
GLA spleen mod: alpha-galactosidase A (human) modulation | human spleen homogenate, 4MU-alpha-Gal fluorescence, 40 min | Potency, µM (highest dose often 80 µM), for the others: top-dose activity change, negative = inhibition, actives largely listed as inhibitors | hit rate 0.008% among 240,000 | AID 2107;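 also: 0% = enzyme with vehicle and -100% = no enzyme basal signal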
Target sequence (P06280 32-429 limits assumed): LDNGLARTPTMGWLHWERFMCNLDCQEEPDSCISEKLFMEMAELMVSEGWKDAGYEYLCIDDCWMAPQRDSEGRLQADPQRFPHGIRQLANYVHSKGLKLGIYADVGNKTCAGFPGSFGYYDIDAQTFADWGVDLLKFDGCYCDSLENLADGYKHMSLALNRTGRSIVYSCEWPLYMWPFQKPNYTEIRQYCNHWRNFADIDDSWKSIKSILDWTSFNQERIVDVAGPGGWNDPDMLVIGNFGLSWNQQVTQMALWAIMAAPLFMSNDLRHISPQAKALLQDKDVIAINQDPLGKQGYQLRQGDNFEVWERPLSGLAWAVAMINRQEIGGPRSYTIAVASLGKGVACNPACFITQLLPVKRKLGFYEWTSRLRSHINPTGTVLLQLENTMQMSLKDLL
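Spleen homogenate 1 ug + cpd (titration) + 4-MU-alpha-D-galactopyranoside 1 mM; 37C 40 min; 50 mM citrate/phosphate pH 5.0, 0.01% Tween-20; stop pH 10; fluorescence 365/440; AC50 via Hill.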
GAA spleen mod: lysosomal alpha-glucosidase (human) modulation | P10253 | AID 2112 | Potency, µM (titrated, usually from 79.9 µM), inactives show at the highest dose activity change, negative = inhibition, usual class: inhibitors | human spleen homogenate, 4-MU-alpha-glucoside fluorescence | hit rate 0.006% among 240,000;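 also: 0% = enzyme with vehicle and -100% = no enzyme basal signal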
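AC50 values come from Hill-equation fits of concentration-response data, normalized to no-enzyme and full-activity controls. Enzyme source: 1 ug human spleen homogenate; 1 mM fluorogenic 4-MU glucoside, pH 5.0 citrate buffer, 37 C, 40 min.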
Tau fibril ThT: tau fibrillization inhibition (ThT binding). P10636. recombinant tau K18 P301L, heparin-induced fibrillization, ThT fluorescence. Potency, µM (top dose mostly 57.4 µM), for inactives: top-dose activity, negative = inhibition, most hits filed as inhibitors. hit rate 2.1% among 270,000. AID 1460; also: % is scaled to controls: 0 for no effect and ±100 for the full control effect; nearly all actives have a fitted effect of over 55% in size
Target sequence (P10636 561-689 P618L limits assumed): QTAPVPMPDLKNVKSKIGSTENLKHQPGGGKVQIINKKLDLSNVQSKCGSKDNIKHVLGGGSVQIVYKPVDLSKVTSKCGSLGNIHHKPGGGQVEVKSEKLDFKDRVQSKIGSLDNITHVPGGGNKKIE
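Using a mix of unlabeled (15 uM) and Alexa 594-labeled (0.24 uM) tau K18 P301L, heparin-triggered fibrillization over 6 hr at 37 C was scored by ThT fluorescence.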
Tau FP inhib: inhibitors of human tau fibril formation; P10636; K18 P301L tau heparin fibrillization, Alexa594 FP, 6 h; Potency, µM (titrated, usually from 57.7 µM), inactives show top-dose activity, negative = inhibition, hits mostly inhibitors; hit rate 0.39% among 280,000; AID 1468; also: % is scaled to controls: 0 for no effect and ±100 for the full control effect; nearly all actives have a fitted effect of over 55% in size
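Compound effects on tau fibrillization are measured by Alexa 594 fluorescence polarization (ex 555, em 632 nm). K18 P301L tau is used at 15 uM with 0.24 uM labeled tracer, and 20 uM heparin induces aggregation over 6 hr at 37 C.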
GAA inh: blocks human lysosomal alpha-glucosidase. Potency, µM (top dose mostly 76.9 µM), without a hit: at the top dose activity change, negative = inhibition, usual class: inhibitors. purified human GAA, 4-MU-alpha-glucoside fluorescence. P10253. hit rate 0.005% among 200,000;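 also: plate controls were uninhibited enzyme wells for no effect and no-enzyme background for full effect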
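Compounds are titrated up to 77 uM against 4 nM human enzyme. Substrate 4-methylumbelliferyl-alpha-D-pyranoside (400 uM) reacts 20 min at room temperature in pH 5.0 buffer; liberated 4-methylumbelliferone is read at 440 nm.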
Tau fluor counter: counter-screen for tau fibril formation inhibitors; tau K18 P301L Alexa594 fluorescence, heparin fibrillization; Potency, µM (highest dose often 57.7 µM), for inactives: at the top dose activity change, negative = decrease; hit rate 0.93% among 280,000; also: % is scaled to controls: 0 for no effect and ±100 for the full control effect; nearly all actives have a fitted effect of over 55% in size
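Human tau K18 P301L (15 uM unlabeled, 0.24 uM Alexa 594-labeled) in 100 mM sodium acetate pH 7 with 20 uM heparin, 6 hr at 37 C. ThT 30 uM added, 1 hr ambient; Alexa 594 FP and total fluorescence read at 555/632 nm.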
HTT cytoprotect: Huntington cell model cytoprotection by ATP luminescence; PC12 HTT-Q103 induced, cytoprotection, ATP luminescence, 40 h; Potency, µM (highest dose often 56.4 µM), without a hit: cytoprotection (ATP increase), actives largely listed as activators; hit rate 0.14% among 230,000;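 also: % of control where 0% means no effect; nearly all actives have a fitted effect of over 45% in size; toxic huntingtin expression switched on by the ecdysone agonist tebufenozide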
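Compounds were screened for protection of PC12 cells against cell death after tebufenozide induction (100 nM final) of mutant Huntingtin exon 1 (Q103) fused to GFP.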
* marks the source's active call; other numbers are inactive results; ? = inconclusive; . = not tested or not shown; [ ] = another dose, or the depositor's remark. Calls follow the shape of the dose curve; as a rule, active = well fitted curve in the direction sought with a large enough effect; inconclusive = small, poorly fitted or top-dose-only effect, or another doubt; inactive = no such curve, though single readings can be large; an effect the other way counts as inactive or inconclusive. Potency is read from the fitted curve at half-maximal effect.

SMILES	GAA glycogen mod	GLA spleen mod	GAA spleen mod	Tau fibril ThT	Tau FP inhib	GAA inh	Tau fluor counter	HTT cytoprotect
COc1ccc(NC(=S)NNC(=O)COc2ccc(Cl)cc2Cl)cc1	-17%	6%	-2%	6%	-4%	-6%	4%	-2%[1.9 µM]
COc1ccccc1NS(=O)(=O)c1cccc(C(=O)NN=C2CCCCCC2)c1	-25%	-4%	-2%	-4%	5%	-8%	-6%	8%[10 µM]
COc1cccc(NC(=O)N(Cc2ccco2)C(C)c2cccs2)c1 (stereo not drawn)	6%	3%	8%	-21%	-5%	-10%	-18%	-5%
CC1CN(C(=O)COC(=O)c2cc(Cl)ccc2Cl)CC(C)O1 (stereo not drawn)	-12%	-9%	-3%	0%	2%	-5%	0%	?
Cc1nc2cc(C(F)(F)F)ccc2n1C	7%	3%	-7%	2%	-7%	-1%	0%	7%[10 µM]
Cc1ccc(S(C)(=O)=O)cc1S(=O)(=O)Nc1ccccc1	10%	8%	2%	10%	5%	-9%	9%	-8%[10 µM]
COc1ccc(C2C3=C(NCCN=C3c3ccccc3)C(=O)N2c2ccccc2)c(OC)c1 (stereo not drawn)	3%	-4%	-14%	-12%	-6%	-7%	-12%	-23%
Cc1ccc(S(=O)(=O)N=C2SCCCS2)cc1	9%	7%	4%	0%	2%	-7%	2%	-19%
O=C1NCCN1Cc1cccc(Cl)c1	4%	-1%	-4%	-12%	?	-9%[15.4 µM]	-21%	11%
CC12CCC(C(=O)NCCCN3CCOCC3)(OC1=O)C2(C)C (stereo not drawn)	6%	4%	7%	0%	-3%	2%	-2%	-5%

3 entries picked at random from those above:
SMILES	GAA glycogen mod	GLA spleen mod	GAA spleen mod	Tau fibril ThT	Tau FP inhib	GAA inh	Tau fluor counter	HTT cytoprotect
COc1ccc(NC(=S)NNC(=O)COc2ccc(Cl)cc2Cl)cc1	-17%	6%	-2%	6%	-4%	-6%	4%	-2%[1.9 µM]
CC12CCC(C(=O)NCCCN3CCOCC3)(OC1=O)C2(C)C (stereo not drawn)	6%	4%	7%	0%	-3%	2%	-2%	-5%
Cc1ccc(S(=O)(=O)N=C2SCCCS2)cc1	9%	7%	4%	0%	2%	-7%	2%	-19%

(list continues)
SMILES	GAA glycogen mod	GLA spleen mod	GAA spleen mod	Tau fibril ThT	Tau FP inhib	GAA inh	Tau fluor counter	HTT cytoprotect
COC(=O)C1=C(C)NC(=S)N(C(C)=O)C1c1ccc(OC)c(OC)c1 (stereo not drawn)	0%	5%	7%	-10%	-1%	1%	-4%	.
Cc1ccc2cc(/C=N/Nc3ccc(C(=O)O)cc3)c(Cl)nc2c1	?	2%	?	.	13%	.	?	-23%[10 µM]
O=C(CSc1n[nH]c(-c2cccs2)n1)NCc1cccs1	5%	8%	0%	-2%	-2%	2%	-8%	-21%[10 µM]
CC(=O)N1CCc2cc(S(=O)(=O)CCC(=O)N3CCN(c4ccccc4F)CC3)ccc21	-5%[76.3 µM]	.	.	-15%	-8%	.	-24%	.
O=C(Nc1ccnc(-c2cccnc2)n1)c1cccc(Cl)c1Cl	9%	-4%	-2%	-10%	-3%	15%	-14%	-18%
Cc1cc(/C=N/Nc2nc(N)ncc2[N+](=O)[O-])c(C)n1-c1ccccc1F	-12%	-4%	7%	16µM*	6%	.	-24%	-42%[10 µM]
COC(C(=O)Nc1ccc(F)cc1)c1ccccc1 (stereo not drawn)	6%	-18%	-23%	5%	-4%	-4%	-1%	25%[10 µM]
Cc1ccc(OC(=O)c2ccccc2C(=O)OCC(F)(F)C(F)F)cc1	-5%	3%	1%	-6%	3%	1%	-13%	16%[10 µM]
CCN(CC)c1ccc2cc(C(=O)Nc3ccc(-n4cnnn4)c(OC)c3)c(=O)oc2c1	5%	3%	-1%	?	1%	8%	-5%	-29%[10 µM]
NC(=O)c1snnc1-c1ccccc1	1%	3%	-12%	-8%	1%	9%	-10%	2%[10 µM]
CC(=O)NCCc1nc2ccccc2n1CCOc1ccccc1C	-7%	-10%	1%	.	-3%	.	-11%	-3%[10 µM]
CCOC(=O)Cn1c(CN2CCN(c3ccc(OC)cc3)CC2)nc2c1c(=O)[nH]c(=O)n2C	3%[76.3 µM]	.	.	-5%	-2%	.	-9%	.
CCOC(=O)NCc1ccc(S(=O)(=O)Nc2ccccc2C)cc1	8%	5%	1%	-5%	0%	2%	-2%	-21%[0.074 µM]
Cc1ccc(-n2[nH]c(C)c(C=Nc3ccc(S(=O)(=O)N4CCOCC4)cc3)c2=O)c(C)c1	10%	-3%	-5%	2%	-1%	-9%	3%	5%[10 µM]
O=C(O)c1cccnc1SC1CC(=O)N(CCc2ccccc2)C1=O (stereo not drawn)	6%	-1%	-7%	-7%	-2%	-9%	-5%	-18%
CCCCn1c(=O)n(C)c(=O)c2c(C(F)(F)F)cc(-c3ccncc3)nc21	3%	4%	5%	-12%	0%	?	-12%	17%
CCOc1ccc(/C=N/NC(=O)C(OC)c2ccccc2)cc1 (stereo not drawn)	7%	6%	.	-11%	0%	-6%	-11%	?
COc1cc(C2C(C#N)=C(N)Oc3cc(O)ccc32)cc(OC)c1OC (stereo not drawn)	-11%	-12%	-5%	-5%	-3%	10%	-3%	-103%[inhibitor]
Cc1sc2ncn3cnnc3c2c1C	4%	-8%	-7%	3%	-3%	-2%	2%	-4%
O=C(NNc1cccc(Cl)n1)Nc1ccc(Cl)cc1	-13%	0%	-11%	-10%	6%	-10%	-3%	-7%

Single records (already shown). Values in the order: GAA glycogen mod	GLA spleen mod	GAA spleen mod	Tau fibril ThT	Tau FP inhib	GAA inh	Tau fluor counter	HTT cytoprotect
Cc1sc2ncn3cnnc3c2c1C reads 4%	-8%	-7%	3%	-3%	-2%	2%	-4%
O=C(O)c1cccnc1SC1CC(=O)N(CCc2ccccc2)C1=O (stereo not drawn) reads 6%	-1%	-7%	-7%	-2%	-9%	-5%	-18%
O=C(NNc1cccc(Cl)n1)Nc1ccc(Cl)cc1 reads -13%	0%	-11%	-10%	6%	-10%	-3%	-7%

The list goes on:
SMILES	GAA glycogen mod	GLA spleen mod	GAA spleen mod	Tau fibril ThT	Tau FP inhib	GAA inh	Tau fluor counter	HTT cytoprotect
COc1cccc(NC(=O)CN2C(=O)c3cccc4cccc2c34)c1	-1%[76.3 µM]	.	.	?	?	.	-18%	.
Nc1nnc(SCc2coc(-c3ccc(Cl)cc3)n2)s1	-1%	-3%	0%	?	-10%	-3%	-3%	-20%
C/C(=N\NC(=S)NC1CCCCC1)c1ccc(O)cc1	-1%	6%	0%	-14%	-3%	-1%	-29%	-30%[inhibitor]
Cc1ccc(/C=c2\sc3nc(-c4cccs4)nn3c2=O)o1	3%	1%	1%	?	-9%	-4%	-16%	9%[10 µM]
Cc1cc(C)n2nc(SCC(=O)c3cc(C)n(CC4CCCO4)c3C)nc2n1 (stereo not drawn)	-2%	0%	-2%	2%	1%	3%	5%	-95%[inhibitor]
Cn1c(=O)c2cc(NCc3ccccc3)nnc2n(C)c1=O	-8%	4%	0%	1%	-6%	-3%	3%	21%
O=C(NCCn1cc(SCc2ccccc2)c2ccccc21)c1cccs1	-18%[76.3 µM]	.	.	?	?	.	5.6µM*[quencher]	.
Nc1ccccc1C(=O)NC1CCCCNC1=O (stereo not drawn)	0%	-4%	5%	-6%	-8%	0%[15.4 µM]	-7%	10%[10 µM]
CC(=O)C1=C(C)Nc2ncnn2C1c1ccccc1Cl (stereo not drawn)	-2%	-4%	-1%	-21%	-2%	-12%	-21%	-5%
CCOC(=O)c1c(NC(=O)CSc2nnc(Cc3ccccc3)o2)sc(C(C)=O)c1C	-7%	3%	0%	-23%	-1%	-31%	-22%	-15%
O=C(CN1C(=O)COc2ccccc21)N(CCCN1CCOCC1)CC1CC=CCC1 (stereo not drawn)	9%	6%	0%	5%	-1%	-10%	10%	-5%
Cc1cc2oc3c(c(=O)c2cc1C)C(c1ccc(C(C)C)cc1)N(CCCN1CCOCC1)C3=O (stereo not drawn)	-8%	0%	-1%	2%	-3%	8%	-3%	-17%
CC(=O)c1ccc(N2CCN(C(=O)c3ccco3)C(C)C2)c(F)c1 (stereo not drawn)	0%	-13%	-5%	?	0%	0%	-5%	3%
Fc1cccc(CN2CCN3CCCC3C2C2CCCCC2)c1 (stereo not drawn)	0%	-21%	-9%	-5%	-3%	9%	-6%	-6%
COC(=O)N/N=C\C=C\c1ccc2c(c1)OCO2	3%	-11%	-12%	-20%	-3%	2%	-12%	-13%
COc1ccccc1NC(=O)CSc1nnc(-c2ccoc2C)n1CC1CCCO1 (stereo not drawn)	0%	0%	-6%	-7%	2%	0%	-3%	17%
CC(=O)c1ccc(N2CCN(C(=O)/C=C/c3ccc(S(=O)(=O)N4CCOCC4)cc3)CC2)cc1	-9%	-1%	-13%	?	6%	-9%	-5%	7%[10 µM]
COC(=O)c1ccc2nc(C)cc(Nc3ccccc3C)c2c1	0%	15%	6%	-7%	-6%	.	-8%	0%[10 µM]
CCN1CCN(c2ncnc3c2c(-c2ccccc2)cn3-c2ccc(F)cc2)CC1	8%	-8%	-6%	-5%	2%	-1%	-5%	-57%[inhibitor]
CC(C)=CCN1CCN(C/C(Cl)=C/c2ccccc2)CC1CCO (stereo not drawn)	0%	-2%	5%	-11%	-1%	.	-12%	-14%[10 µM]
COc1ccc(NC(=O)Cn2nnc(-c3ccc(CN4CCOCC4)cc3)n2)c(OC)c1	10%	-3%	-6%	-13%	-3%	-10%	-8%	-4%
CCOC(=O)c1ccc2c(c1)N(CC(=O)N1CCCC1)C(=O)C(C)(C)O2	-13%	16%	12%	6%	2%	5%	3%	-3%[10 µM]
NC(=O)[C@@H]1CC2(CC(c3cccc(NC(=O)CC(c4ccccc4)c4ccccc4)c3)=NO2)CN1C(=O)[C@@H]1CCC(=O)N1 (stereo partly drawn)	0%	-7%	-7%	-7%	2%	.	-27%	-5%[10 µM]
O=C(CCCCn1c(=O)[nH]c2ccccc2c1=O)NCCC1=CCCCC1	6%	2%	1%	-9%	-1%	13%	-13%	4%
CC1=C(C(=O)Nc2cccnc2)C(c2ccccc2Cl)n2nc(-c3ccccc3)nc2N1 (stereo not drawn)	-19%[76.3 µM]	.	.	-1%	-3%	.	-26%	.
COc1ccccc1-n1cnnc1SCC(=O)Nc1cc(C)on1	6%	-2%	-1%	-9%	5%	?	0%	-15%[10 µM]

Source: PubChem
